FAS-TE inh – FAS thioesterase domain inhibitors, primary screen, biochemical, fluorescence intensity, uHTS. actives 0.67% (n = 360,000). recombinant FAS-TE, OMFH fluorogenic substrate, fluorescence endpoint. inhibition, % at 15 µM;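 active means compounds whose normalised, plate-corrected inhibition of enzyme fluorescence in the single-dose primary screen is 50% or more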;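 further: 0% = DMSO with enzyme and 100% = substrate without enzyme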
Neddyl block – inhibitors of cullin neddylation, primary screen, biochemical, TR-FRET, uHTS, NAE and Ubc12; AID 651699, 2012; NEDD8-conjugating enzyme Ubc12 (Homo sapiens) + NEDD8-activating enzyme E1 regulatory …; actives 0.58% (n = 360,000); calls only at 25 µM; in the data active means inhibition above about 36%
Target sequence (P61081 whole entry, looked up): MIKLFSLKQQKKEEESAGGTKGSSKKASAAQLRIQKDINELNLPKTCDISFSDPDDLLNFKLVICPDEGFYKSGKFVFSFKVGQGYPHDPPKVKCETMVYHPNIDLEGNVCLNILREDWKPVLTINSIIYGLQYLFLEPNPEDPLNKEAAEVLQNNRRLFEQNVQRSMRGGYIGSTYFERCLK
Target sequence (Q13564 whole entry, looked up): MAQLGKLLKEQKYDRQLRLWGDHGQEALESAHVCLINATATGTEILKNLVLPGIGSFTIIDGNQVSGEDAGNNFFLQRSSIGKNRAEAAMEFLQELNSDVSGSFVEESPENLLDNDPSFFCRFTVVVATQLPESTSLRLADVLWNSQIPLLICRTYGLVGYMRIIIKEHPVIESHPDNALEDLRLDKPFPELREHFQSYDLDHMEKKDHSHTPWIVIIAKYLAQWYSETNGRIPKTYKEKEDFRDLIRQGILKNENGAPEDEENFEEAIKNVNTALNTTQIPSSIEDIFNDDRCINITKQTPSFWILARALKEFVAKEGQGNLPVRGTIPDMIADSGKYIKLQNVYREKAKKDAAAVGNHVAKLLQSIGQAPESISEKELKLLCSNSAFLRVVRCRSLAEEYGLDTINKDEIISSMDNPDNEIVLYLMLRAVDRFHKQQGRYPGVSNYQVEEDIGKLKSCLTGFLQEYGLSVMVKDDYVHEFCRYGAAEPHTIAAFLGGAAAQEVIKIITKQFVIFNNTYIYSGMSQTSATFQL
bovine MsrA act – bovine MsrA enzyme activators, primary screen, biochemical, absorbance, HTS; purified bovine MsrA, absorbance read-out; activation, % at 10.6 µM; actives 0.3% (n = 360,000); AID 602163, 2012; in the data active means activation above about 7.5%;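 further: 0% = vehicle and 100% = reference activator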
MT1-MMP act inh – blockers of MT1-MMP proenzyme processing, primary screen, HT1080 RFP-PRO-GFP cells, GFP/RFP fluorescence; Matrix metalloproteinase-14 (Homo sapiens), P50281; GFP/RFP ratio fluorescence, overnight; percent of plate control window, DMSO zero; GFP/RFP ratio change, % at 20 µM; actives 0.061% (n = 360,000);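 active means GFP/RFP ratio change of at least 30% with cell ATP level not reduced by more than half and red fluorescence within 50% of control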; further: strong numbers were not always called active
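system = RFP-PRO-GFP reporter HT1080 cells | dosing = 20 µM single dose, 1% DMSO | timing = overnight cell settling, then overnight compound exposure, 37 °C, 5% CO2 | read-out basis = GFP/RFP fluorescence ratio | controls = DMSO and RFP-L50D-GFP cell wells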
MsrA inh – bovine MsrA enzyme inhibitors, primary screen, biochemical, absorbance, HTS. Methionine sulfoxide reductase A (Bos taurus). purified bovine MsrA, absorbance read-out. inhibition, % at 15.5 µM. actives 0.75% (n = 360,000). AID 651718, 2012; in the data active means inhibition above about 4.5%;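 further: 0% = vehicle wells with enzyme and 100% = reference inhibitor wells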
NRP1-CendR mod – modulators of CendR peptide binding to NRP-1, primary screen, biochemical, fluorescence polarization, uHTS; inhibition, % at 25 µM; FAM-RPARPAR peptide binding to NRP-1; Neuropilin-1 (Homo sapiens), O14786; actives 0.85% (n = 360,000); AID 602438, 2012;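 active means inhibition or corrected inhibition above about 18%, plus a signal ratio from 0.5 to 1.5, limit read from the data, passing the limit was not always enough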; further: strong numbers were not always called active
SKN-1 block – suppressors of acrylamide-induced Pgst-4::GFP reporter in worms, primary screen, SKN-1 inhibitor project, whole organism, uHTS, GFP/RFP fluorescence ratio, strain VP596; inhibition, % at 21.8 µM; AID 624304, 2012; actives 0.49% (n = 360,000); C. elegans VP596 Pgst-4::GFP/RFP ratio, 24 h;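 active means interference check ratio from 0.5 to 1.5 plus GFP to RFP signal ratio inhibition reaching or exceeding a fixed threshold, cut at about 30% in these data, passing the limit was not always enough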; further: some compounds called inactive have numbers as strong as hits
Rin1-Abl PPI inh – inhibitors of Rin1-Abl protein binding, primary screen, biochemical, TR-FRET; Tyrosine-protein kinase ABL1 (Homo sapiens) + Ras and Rab interactor 1 (Homo sapiens), …; inhibition, % at 7.35 µM; actives 0.4% (n = 360,000); in the data active means inhibition above about 5%, passing the limit was not always enough
E coli Lon inh – inhibitors of E. coli Lon protease, primary screen, biochemical, fluorescence polarization. purified E. coli Lon protease. inhibition, % at 7.94 µM. AID 602123, 2011. actives 0.42% (n = 360,000). P0A9M0; in the data active means inhibition above about 13%, passing the limit was not always enough;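 further: 0% = enzyme with probe and DMSO and 100% = no enzyme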
Numbers without * were called inactive; i = inactive; · = no result given.

SMILES | FAS-TE inh | Neddyl block | bovine MsrA act | MT1-MMP act inh | MsrA inh | NRP1-CendR mod | SKN-1 block | Rin1-Abl PPI inh | E coli Lon inh
O=C(C[n+]1cccc(NC(=O)c2ccccc2)c1)c1ccc(NC(=O)c2ccccc2)cc1 | -12 | i | -1 | -3 | 2.2 | 5 | 18 | 1 | 3
COc1ccc(CNC(=O)c2cn(Cc3ccc(S(=O)(=O)N(C)C)cc3)c(=O)s2)cc1 | -2 | i | -8 | 6 | 0.8 | -5 | 15 | 1 | -6
NNS(=O)(=O)c1ccc(Sc2ccccn2)c([N+](=O)[O-])c1 | -4 | i | -4 | 4 | 0.4 | -1 | 12 | -1 | 4
Nc1nc2ccc(C(=O)Nc3ccccc3)cc2s1 | -4 | i | -12 | · | 0.3 | 3 | -4 | 7 | -7
O=C(/C=C/c1ccccc1)NC(=S)Nc1ncccn1 | -2 | i | -4 | -2 | 0.5 | 12 | -7 | -2 | 0
CC(=O)N(C)C[C@@H]1Oc2ncc(C#Cc3ccc(F)cc3)cc2C(=O)N([C@@H](C)CO)C[C@H]1C | -7 | i | -4 | -1 | 1.2 | -1 | -4 | -2 | -1
COc1ccc(N(CC(=O)NCc2ccco2)C(=O)CCC(=O)Nc2ccccn2)cc1 | -4 | i | -2 | -2 | -0.2 | 21* | 10 | -1 | 0
CCOC(=O)N1CCN(C(=O)CN(c2cccc(C(F)(F)F)c2)S(=O)(=O)c2ccccc2)CC1 | -6 | i | -12 | 5 | 1.4 | 4 | -9 | 0 | -10
O=C(CSc1nnc(NC(=O)C2CC2)s1)Nc1ccccc1 | -4 | i | -3 | 3 | 0.4 | 9 | 6 | -1 | -3
O=C(CN(Cc1ccccc1F)S(=O)(=O)c1ccc(Cl)cc1)NCCCO | -7 | i | -2 | -4 | 0.3 | 1 | -2 | 1 | 0
COc1ccc(/C=C2\S/C(=N/S(=O)(=O)c3cccs3)NC2=O)cc1 | 8 | i | -9 | 0 | 1.3 | -98 | -9 | -1 | -3
O=C(NNC(=O)c1ccc([N+](=O)[O-])o1)c1ccccc1 | -6 | i | -13 | 5 | 1.8 | 6 | -6 | 4 | -2
Cc1cc(O)c(/C=N/Nc2ccc(F)cc2)c(=O)o1 | -8 | i | -13 | 1 | -0.3 | 1 | -16 | 4 | -1
CC(Sc1nc2ccccc2n1C)C(=O)NC(c1ccccc1)c1ccccc1 (centres undefined) | 14 | i | 3 | -8 | -1.3 | 10 | 7 | 2 | -7
O=C(Cn1c(=O)oc2cc(S(=O)(=O)N3CCCC3)ccc21)NC1CCCc2ccccc21 (centres undefined) | -1 | i | 0 | -14 | -0.2 | 5 | -5 | -1 | -7
O=C(C1CC1)N1N=C(c2ccccc2)CC1(O)C(F)(F)C(F)(F)F (centres undefined) | 7 | i | 0 | 2 | 0.1 | 5 | 4 | 4 | 2
COc1ccc(C)cc1-n1nnnc1SC/C(O)=C(\C#N)c1nc2ccccc2[nH]1 | -4 | i | -3 | -12 | 0.6 | -31 | 18 | -2 | 9
O=C(NCCSc1ccccc1)c1ccccc1F | -2 | i | -3 | -4 | 0.8 | 4 | 21 | -3 | 3
Nc1cc(=O)[nH]c(SCC(=O)Nc2ccc(N3CCOCC3)cc2)n1 | -4 | i | -2 | 4 | -0.5 | 1 | 12 | -3 | -5
COc1ccc(OC)c(N2C(N)=NC(N)=NC23CCCC3)c1 | -7 | i | -3 | 1 | 0.7 | 11 | -3 | 1 | -5
O=c1c(-c2ccc(Oc3ccccc3)cc2)[n+]([O-])c2ccccc2n1OCc1ccccn1 | 0 | i | 0 | 11 | -1.4 | 0 | 5 | 2 | -2
Cc1ccc(CNC(=O)COC(=O)c2cc(C)oc2C)cc1 | 0 | i | -1 | 3 | -0.5 | 6 | 4 | 2 | 2
Cc1nccn1CCN(C)Cc1cn(Cc2ccccc2)nc1-c1ccc2c(c1)OCO2 | -3 | i | -3 | -2 | 1.1 | 7 | 5 | 1 | 5
CCOC(=O)c1[nH]c2ccccc2c1NC(=O)c1ccc(Br)o1 | 9 | i | -1 | 4 | -0.1 | -1 | 12 | -3 | -3
O=C(Nc1ccccc1N1CCCCC1)c1ccc(OC(F)F)cc1 | 22 | i | -4 | 1 | -1.3 | 3 | -1 | 0 | -16
O=C(COc1ncnc2sccc12)N1CCN(c2ccccc2)CC1 | -10 | i | -9 | -3 | -0.2 | -6 | 4 | 0 | -13
CC(=O)c1cnn(-c2cc(Oc3cccc(C)c3)ncn2)c1C | -1 | i | -1 | -2 | -0.1 | 15 | 0 | -2 | 4
CCOc1ccc(C(=O)Nc2nnc(S(=O)(=O)N(C)Cc3ccco3)s2)cc1 | -5 | i | -10 | -2 | 0.6 | -32 | -3 | 5 | 3
Cc1ccc(CNC(=O)c2ccccc2NS(=O)(=O)c2ccc(Cl)nc2)cc1 | 1 | i | 0 | -3 | 0.4 | -4 | 13 | 1 | -3
COc1ccc([C@H]2C[C@H](n3cc(COC(=O)c4ccccc4)nn3)[C@@H](O)CN2Cc2cccs2)cc1 | 14 | i | -1 | -2 | 1.2 | -14 | -3 | -1 | -6
O=C(CSc1ncccn1)c1ccccc1Br | 6 | i | -2 | 2 | 0.9 | -8 | 1 | 5 | -16
Cc1ccc(CNC(=O)CC[C@H]2O[C@@H](n3cc(C)c(=O)[nH]c3=O)C[C@@H]2O)o1 | -11 | i | -4 | 2 | -0.1 | 0 | 10 | 4 | -6
O=C1CNC(=S)N1CCc1ccccc1Cl | -2 | i | -4 | -4 | -1.1 | 5 | -8 | 0 | 2
O=C(O)c1nnn(-c2cccc(C(F)(F)F)c2)c1-c1ccccc1 | -3 | i | -4 | 0 | 0.0 | 2 | 10 | -1 | -5
O=[N+]([O-])c1ccc(N2CCN(c3ccc(F)cc3)CC2)cn1 | 3 | i | -3 | 5 | -0.5 | -5 | 2 | -4 | 3
C=CC[C@H](CC(=O)NCCO)C(=O)N[C@H](COC(=O)[C@@H](CC=C)Cc1ccc(F)cc1)c1ccccc1 | 11 | i | 0 | 0 | 0.5 | 8 | 4 | -2 | 1
O=[N+]([O-])c1ccccc1S(=O)(=O)n1nnc2ccccc21 | -8 | i | -3 | 1 | 0.9 | 2 | 7 | 0 | 7
COc1ccc(N2CCN(C3CCCN(C(=O)CN4CCOC4=O)C3)CC2)cc1 (centres undefined) | -4 | i | -1 | 2 | -0.6 | 2 | 13 | 4 | -5
Cc1ccc(NC(=O)CSc2nnc(-c3ccncc3)n2C)cc1C | -7 | i | -1 | 2 | 0.5 | -4 | -3 | -2 | 33*
COc1cc(NC(=O)c2ccc(S(=O)(=O)N(C)c3ccccc3OC)cc2)cc(OC)c1 | 42 | i | -1 | 3 | -0.4 | -5 | 3 | 6 | -3

Exported with two lines to a compound: 2 of the compounds above
Results follow in this order: FAS-TE inh	Neddyl block	bovine MsrA act	MT1-MMP act inh	MsrA inh	NRP1-CendR mod	SKN-1 block	Rin1-Abl PPI inh	E coli Lon inh
- Cc1nccn1CCN(C)Cc1cn(Cc2ccccc2)nc1-c1ccc2c(c1)OCO2
 : -3	i	-3	-2	1.1	7	5	1	5
- CCOC(=O)c1[nH]c2ccccc2c1NC(=O)c1ccc(Br)o1
 : 9	i	-1	4	-0.1	-1	12	-3	-3

Next part:
SMILES | FAS-TE inh | Neddyl block | bovine MsrA act | MT1-MMP act inh | MsrA inh | NRP1-CendR mod | SKN-1 block | Rin1-Abl PPI inh | E coli Lon inh
CN(C(=O)Cn1cnc2sccc2c1=O)C1CCCCC1 | -8 | i | -1 | -2 | 0.1 | -12 | -7 | 1 | 0
Cc1ccccc1NC(=S)NNC(=O)c1csc2c1CCC(C)C2 (centres undefined) | 1 | i | -10 | 4 | -0.8 | 6 | -12 | 0 | 0
COC(=O)N/N=C/c1cc(Cl)c(OCc2ccc(F)cc2)c(OC)c1 | -6 | i | -7 | 8 | -0.4 | -1 | 0 | -1 | 1
O=C(c1ccco1)N1CCCC(c2nc3c(nnn3Cc3ccc(Cl)cc3Cl)c(=O)[nH]2)C1 (centres undefined) | 4 | i | -3 | -1 | 0.0 | 6 | -2 | 2 | -4
COc1ccc(CCNc2ncnc3c2nnn3Cc2ccccc2)cc1 | 12 | i | -2 | 0 | -0.9 | 13 | -6 | -1 | -13
CCOc1ccc(CCNC(=O)C2CCN(c3nnc(-n4cccc4)s3)CC2)cc1 | 0 | i | 0 | 6 | 0.7 | -15 | 4 | -1 | -6
COc1cc2c(C(=O)N3CCN(c4ccccc4F)CC3)cn(C)c(=O)c2cc1OC | -4 | i | -3 | 0 | -0.1 | -10 | 10 | 8.9* | 2
COCCNC(=O)/C(C#N)=C/C=C/c1ccccc1 | 3 | i | -4 | -4 | 7.1* | 0 | -2 | -2 | -2
O=C(c1ccc(N2CCN(C(=O)c3ccccc3)CC2)cc1)c1cccc(F)c1 | 14 | i | -3 | 2 | 2.7 | -8 | 3 | -1 | -10
COc1cc(C(=O)OCCN2CCOCC2)cc(OC)c1OC | -10 | i | -4 | 7 | -0.5 | -12 | 0 | -1 | -3
Oc1c(C(c2cccs2)N2CCN(c3cccc(Cl)c3)CC2)sc2ncnn12 (centres undefined) | -141 | i | -1 | -1 | 2.2 | -12 | 6 | 0 | -12
N#CCSc1nnc(COc2cccc3ccccc23)n1-c1cccc(Cl)c1 | 23 | i | -2 | -9 | 0.0 | -9 | -16 | 0 | -9
Cc1ccc(C(=O)NCC(=O)NCC(=O)OCc2ccc(F)cc2)cc1 | -6 | i | -10 | 7 | 1.4 | 15 | -9 | 1 | -6
O=C(O)Cc1ccc2c(c1)N(S(=O)(=O)c1cccs1)CC(C(=O)O)O2 (centres undefined) | -6 | i | 4 | -1 | 0.0 | 8 | 11 | 0 | -1
CCN(CC)S(=O)(=O)c1ccc(-c2nnc(SCc3nnc(-c4ccc(C)cc4)o3)o2)cc1 | -5 | i | -1 | 7 | 0.8 | 2 | -3 | -3 | -6
Cc1cc2c(ncn2C)c(NS(=O)(=O)c2ccc(F)cc2)c1C | -8 | i | -3 | 1 | 0.0 | -2 | -7 | 2 | 3
Cc1nn(Cc2c(F)c(F)c(F)c(F)c2F)c(C)c1NC(=O)c1ccnn1C | -7 | i | -7 | 3 | 0.4 | 6 | -8 | 0 | 2
CCCCOc1ccc(/C=C/C(=O)NCCc2nc3ccccc3[nH]2)cc1 | 8 | i | 0 | -7 | 2.7 | 3 | 26 | 3 | -5
O=C(c1ccc(OC2CCN(CCc3ccccc3)CC2)cc1)N1CCC[C@H]1CO | -2 | i | 0 | -3 | -1.0 | -5 | -8 | 5 | -2
CC(C)CC(=O)Nc1cc2c3c(c1)C(C)C(=O)N3CCC2 (centres undefined) | -7 | i | -3 | -2 | -0.8 | 1 | 16 | 1 | -1
O=[N+]([O-])/C(C(Cl)=C(Cl)Cl)=C(\Sc1ccccc1)N1CCCCC1 | 30 | i | -7 | 0 | 1.6 | 8 | 7 | 2 | -3

An excerpt from above in order of SMILES length, low to high:
SMILES | FAS-TE inh | Neddyl block | bovine MsrA act | MT1-MMP act inh | MsrA inh | NRP1-CendR mod | SKN-1 block | Rin1-Abl PPI inh | E coli Lon inh
COc1ccc(CCNc2ncnc3c2nnn3Cc2ccccc2)cc1 | 12 | i | -2 | 0 | -0.9 | 13 | -6 | -1 | -13
Cc1cc2c(ncn2C)c(NS(=O)(=O)c2ccc(F)cc2)c1C | -8 | i | -3 | 1 | 0.0 | -2 | -7 | 2 | 3
Cc1ccc(C(=O)NCC(=O)NCC(=O)OCc2ccc(F)cc2)cc1 | -6 | i | -10 | 7 | 1.4 | 15 | -9 | 1 | -6

Screening data from PubChem BioAssay.
